From PubChem
RBBP9 inhibitor: blocks human serine hydrolase RBBP9. hit rate 0.2% among 220,000. recombinant RBBP9, FP-Rh probe fluorescence polarization. inhibition, % at 7.94 µM. O75884;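 active means inhibition above the campaign mean of all tested compounds plus 3 SD, cut at about 14% in these data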;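 further: plate controls were DMSO wells with RBBP9 for no effect and wells lacking RBBP9 protein for full effect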
Target sequence (O75884 whole entry, looked up): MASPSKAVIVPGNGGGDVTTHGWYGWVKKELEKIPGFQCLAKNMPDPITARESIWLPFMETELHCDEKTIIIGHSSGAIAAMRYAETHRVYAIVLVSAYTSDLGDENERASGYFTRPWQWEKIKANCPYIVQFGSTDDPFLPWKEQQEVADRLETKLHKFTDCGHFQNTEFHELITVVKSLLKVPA
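Test system: recombinant human RBBP9. Quantity: 2.5 µM RBBP9 dispensing solution, before mixing. Detection: FP readout at 525/598 nm. Reagent: Serine-hydrolase probe FP-Rh, 375 nM pre-mixing. Measure: % inhibition. Control set: DMSO-treated enzyme wells and wells lacking RBBP9. Buffer or medium: Tris-NaCl-Pluronic buffer, pH 8.0. Times: preincubation 30 min plus labeling 45 min at 25 °C.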
zVAD death inh: L929 zVAD cell death inhibition. L929 zVAD necroptosis rescue, ATP luminescence, 24 h; with zVAD 60 µM. viability rescue, % at 10 µM. hit rate 0.38% among 220,000. AID 1377;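 active means activation, scaled between plate controls, above about 75%, limit read from the data; inactive means activation under that limit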;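 further: 0% = zVAD with DMSO and 100% = DMSO alone without zVAD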
TNF necrop inh: blocks TNF-alpha induced death of Jurkat FADD-/- cells. AID 463075. hit rate 0.068% among 220,000. Jurkat FADD-/- TNF necroptosis rescue, ATP luminescence, 24 h; 0 = TNF only, 100 = no-TNF cells. activation (protection from cell death), % at 10 µM;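 active means activation, meaning protection from cell death, of at least 50% relative to plate controls; inactive means activation below 50%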;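 further: necroptosis triggered by 40 ng/mL TNF-alpha added together with compound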
EP2 antag: blocks the human prostaglandin E2 receptor EP2. C6 glioma cells expressing human EP2, cAMP TR-FRET; cells stimulated with saturating PGE2. hit rate 0.52% among 260,000. inhibition, % at 25 µM. P43116;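 active means percent inhibition above 40 after rounding to a whole number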;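 further: rat C6 glioma host cells with rolipram phosphodiesterase inhibitor present; the protocol text gives 20 µM as final concentration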
EP2 modulator: modulates human prostaglandin E2 receptor EP2 signaling; EP2-expressing cells, cAMP HTRF FRET, PGE2 co-stimulation; induction, % at 25 µM; hit rate 0.83% among 260,000; AID 940;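 active means compounds whose cAMP rise, as percent of the full-agonist control response, exceeds 60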;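 further: rat C6 glioma line stably carrying human EP2 under a CMV promoter; the protocol text gives 20 µM as final concentration; 100% = response of wells given 1 µM PGE2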
Hck-Nef inh: blocks Nef-activated human Hck kinase; hit rate 0.68% among 220,000; Recombinant Hck-YEEI plus Nef, Z-Lyte FRET kinase assay; AID 463187; inhibition, % at 20 µM; P08631;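 active means Hck-Nef kinase inhibition above about 50%, limit read from the data; inactive means inhibition below that limit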;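 further: 0% = DMSO with Hck plus Nef and 100% = Hck alone without Nef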
Runt-CBFb FRET: blocks binding of human RUNX1 Runt domain to CBFb. hit rate 0.46% among 220,000. Q01196+Q13951. AID 1496. inhibition, % at 20 µM. Cerulean-Runt/Venus-CBFb FRET ratio 530/480, 1 h;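 active means inhibition over about 50% at 20 µM in the single-dose screen, limit read from the data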;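 further: 0% = DMSO wells and 100% = excess unlabeled CBFb competitor control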
Target sequence (Q01196 whole entry, looked up, the tested form may be a part): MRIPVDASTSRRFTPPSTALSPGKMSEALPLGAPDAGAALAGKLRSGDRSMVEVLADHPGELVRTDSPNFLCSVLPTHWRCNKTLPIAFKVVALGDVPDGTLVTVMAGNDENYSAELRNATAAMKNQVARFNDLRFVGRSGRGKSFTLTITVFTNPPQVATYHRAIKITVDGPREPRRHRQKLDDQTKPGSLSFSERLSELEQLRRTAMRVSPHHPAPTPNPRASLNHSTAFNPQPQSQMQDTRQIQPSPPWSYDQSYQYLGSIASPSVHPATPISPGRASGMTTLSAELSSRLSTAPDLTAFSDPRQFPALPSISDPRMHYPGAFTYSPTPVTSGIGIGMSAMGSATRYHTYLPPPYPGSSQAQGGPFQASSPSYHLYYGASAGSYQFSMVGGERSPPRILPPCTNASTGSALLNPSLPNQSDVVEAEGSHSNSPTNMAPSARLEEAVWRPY
Target sequence (Q13951 whole entry, looked up, the tested form may be a part): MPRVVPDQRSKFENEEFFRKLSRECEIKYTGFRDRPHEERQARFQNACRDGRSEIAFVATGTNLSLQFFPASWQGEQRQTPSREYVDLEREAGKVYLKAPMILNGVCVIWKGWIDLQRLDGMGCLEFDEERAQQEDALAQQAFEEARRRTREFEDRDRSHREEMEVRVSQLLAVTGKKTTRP
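test system = Cerulean-tagged RUNX1 Runt domain (FRET donor) fusion protein | reagent = Venus-CBFb binding partner, 100 nM | incubation = protein complex preformed 1 h, compound exposure 1 h, room temperature, dark | detection = FRET fluorescence | read-out basis = loss of energy transfer signal | controls = 5 µM unlabeled CBFb as full-inhibition high control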
Runt-SMMHC FRET: inhibitors of human RUNX1 Runt domain binding to CBFb-SMMHC; hit rate 0.74% among 220,000; Q01196+Q13951; Cerulean-Runt/Venus-CBFb-SMMHC FRET ratio 530/480, 1 h; AID 1434; inhibition, % at 20 µM;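 active means mean inhibition across duplicate retests at 20 µM reaching about 50%, limit read from the data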;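 further: 0% = DMSO wells and 100% = wells with excess untagged CBFb-SMMHC; inhibitors lower the FRET ratio by blocking Runt binding to CBFb-SMMHC; some results filed as inactive read as strong as hits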
PERK inh: human PERK inhibition, primary cell-based screen; Q9NZJ5; CHO PERK-DD fusion, SEAP luminescence translation reporter; inhibition, % at 5.6 µM; hit rate 0.17% among 220,000; AID 1416;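 active means inhibition above the mean inhibition of all tested compounds plus 3 SD, set separately per screening campaign, cut at about 2.9% in these data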;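 further: PERK kinase domain activated by AP20187 dimerizer at 100 nM; 0% = DMSO with dimerizer and 100% = rapamycin at 8.4 µM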
Numbers without * were called inactive; / = no result given; & = joins results of further samples.

SMILES	RBBP9 inhibitor	zVAD death inh	TNF necrop inh	EP2 antag	EP2 modulator	Hck-Nef inh	Runt-CBFb FRET	Runt-SMMHC FRET	PERK inh
COc1cc(/C=N/Nc2ccc(Cl)cc2)ccc1OC(=O)c1cccs1	7	0.0	0.5	5	-9	2	4	0	1.4
Cc1ccccc1C(=O)N1CCN(c2nc(N3CCOCC3)nc(N3CCOCC3)n2)CC1	0	0.2	0.1	18	1	0	-22	5	-0.1
Fc1ccc(OCc2nn3cnnc3s2)cc1	-11	2.2	1.0	11	20	-9	-2	-2	0.7
COc1ccc(CCNc2oc(-c3ccc(OC)c(OC)c3)nc2C#N)cc1	-3	1.0	-2.1	12	-44	-2	-3	-2	-2.0
CCOc1ccc2c(c1)c1nnc(SCC(=O)N3CCC(C)CC3)nc1n2C	-3	-0.3	-1.6	5	3	2	-8	-58	0.1
COC(C/C=C\[C@@H](O)COCc1ccccc1)OC	/	0.2	-0.5	7	-30	20	1	1	/
Cc1ccc(Cl)c2c1NC(=O)C2(O)CC(=O)c1ccc(F)cc1 (stereo not given)	1	-0.1	0.1	10	-10	-5	-2	-3	-0.5
C=CCc1cccc2cc(C(=O)N3CCN(C(=O)c4ccco4)CC3)c(=O)oc12	-5	-0.2	-2.0	11	26	2	2	4	0.3
CCOc1ccc(CN(C(=O)c2cc3ccccc3oc2=O)C2CCS(=O)(=O)C2)cc1 (stereo not given)	-2	0.1	5.0	5	-5	13	2	-3	-0.6
Cn1ccnc1C(O)(c1ccccc1)c1nccn1C	-1	1.2	2.0	5	12	-15	1	-6	1.7
CCOC(=O)/C(C#N)=C/c1c(Oc2cc(C)cc(C)c2)nc2ccccn2c1=O	-1	0.3	-1.5	8	19	0	0	4	1.2
CCN(CC)c1ccc(C=Nc2ccc(C)cc2)c(O)c1	-6	0.5	-3.4	14	-44	-2	0	-8	0.3
CC(C)=NNC(=O)C1=NNC(=O)C1	-7	0.0	1.0	8	53	21	0	-4	0.7
Cc1ccc(Cc2nc(-c3ccncc3)no2)cc1	5	-1.1	2.5	6	-55	-4	0	0	2.8
CCOC(=O)CSc1nnc(Cn2nnc(-c3ccccc3)n2)n1CC	-4	0.1	-1.5	16&13	12&-16	1	0	3	0.7
COc1c(F)c(F)c(C(=O)Nc2ccc(N3CCN(Cc4ccccc4)CC3)cc2)c(F)c1F	0	0.1	1.8	8	-4	2	2	4	-2.4
Cc1nc(C)n(CC(O)COc2ccc3cc(Br)ccc3c2)n1 (stereo not given)	-1	0.1	-0.4	14	-7	0	-1	0	-0.2
CCn1c2ccccc2c2cc(NC(=O)Nc3ccc([N+](=O)[O-])cc3C)ccc21	10	2.0	7.6	8	10	15	0	-3	1.5
O=C(Cc1cccs1)NCc1cccnc1	-3	-0.2	-0.2	8	9	1	1	-1	0.9
CCN(CC)c1nc(C(N)=O)cc(-c2ccccc2)n1	-9	1.8	-3.9	7	17	9	1	0	0.5
COc1ccccc1CN1CCNC(=O)C1CC(=O)NCc1csc(C)n1 (stereo not given)	6	0.2	-0.6	7	5	7	0	-3	0.1
Cc1ccc(N2C(=O)/C(=C/c3cccnc3)SC2=S)cc1	-11	0.5	-1.4	10	-13	3	14	1	0.6
COc1ccc(/C=N/Nc2nc(-c3ccc(Cl)cc3)cc(C(F)(F)F)n2)cc1OC	-6	1.3	0.0	4	-4	-1	-5	-10	-0.4
Cc1nc(-c2ccc(S(=O)(=O)Oc3ccc(Cl)cc3Cl)s2)cs1	-4	2.5	0.1	11	-56	5	0	-4	1.7
CCOCCCNC(=O)C1CCC(CNS(=O)(=O)c2ccc(F)cc2)CC1 (stereo not given)	1	0.0	0.4	9	15	1	-2	1	0.7

Next compounds.
SMILES	RBBP9 inhibitor	zVAD death inh	TNF necrop inh	EP2 antag	EP2 modulator	Hck-Nef inh	Runt-CBFb FRET	Runt-SMMHC FRET	PERK inh
COc1ccc(Cn2ccnc2)cc1Br	-1	-0.8	0.0	3	24	2	3	-3	-0.3
O=C(c1ccc([N+](=O)[O-])cc1[N+](=O)[O-])N1CCCC1	-9	1.2	0.6	1	-3	20	/	/	1.1
Cc1nnc2ccc(-c3cccc(NC(=O)c4ccco4)c3)nn12	1	15	-2.4	6	-20	28	2	1	0.3
COc1ccc(C2C(=O)N(C3CCCCC3)CC(=O)N2Cc2ccco2)cc1 (stereo not given)	0	-0.2	-0.6	11	-24	-9	6	2	-0.3
O=C(Cc1ccc(S(=O)(=O)N2CCCC2)s1)N1CCN(c2ccccc2)CC1	-8	-0.1	-1.1	6	-12	48	-1	2	0.6
CCCOC(=O)c1cccc(NC(=O)c2cccnc2)c1	-1	0.1	-4.8	9	-6	1	-2	0	-0.9
CCOc1cc(N2CCOCC2)c(OCC)cc1NC(=O)c1ccc2ccccc2n1	1	16	-7.7	-1	42	64*	2	-2	-0.6
Cc1cccc(-c2noc(CCCC(=O)N3CCOCC3)n2)c1	-5	-0.2	0.0	3	7	2	0	2	-0.3
C=CCn1c(N)cc(=O)nc1SCC(=O)N(c1ccccc1)c1ccccc1	-7	0.1	-0.7	2	0	-7	-8	-2	1.5
Cc1ncc([N+](=O)[O-])n1CC(=O)Nc1ccccc1	-4	0.1	1.8	6	-9	18	1	-7	0.4
O=C1NCCCC2c3c(cc(Br)c(O)c3Br)OC12N1CCCCC1 (stereo not given)	12	0.2	-0.3	7	0	3	50*	47	0.2
Cc1nn(-c2ccccc2)c2[nH]c(=O)c(CNCCN3CCOCC3)cc12	-2	0.0	-2.5	10	30	4	-8	-16	0.8
O=c1c2cccnc2[nH]c(=S)n1CCCN1CCN(c2ccc(F)cc2)CC1	-12	0.0	-0.9	2	-3	0	3	1	-1.0
O=S(=O)(Nc1nc2ccccc2nc1NCC1CCCO1)c1cc(Cl)ccc1Cl (stereo not given)	1	0.4	1.2	10	-6	12	-3	0	0.9
CC(C)CCNC(=O)/C=C/c1ccc(Br)cc1	-14	/	2.9	7	-40	-1	-2	2	0.4
c1ccc2c(c1)OCCOCCOCCOCCOc1ccccc1OCCOCCOCCO2	-2	0.8	0.7	4	-4	-2	-2	4	-0.8
Cc1cc(C)c[n+](C2=C([O-])c3ccccc3C(=O)/C2=N\S(=O)(=O)c2cccs2)c1	-7	0.1	-1.5	11	-4	0	2	-7	1.2
O=C(Cn1cnc2ccccc2c1=O)Nc1ccc2c(c1)OCCO2	-3	0.5	-0.1	7	-18	1	1	1	0.6
CCCS(=O)(=O)N1CCC(C(=O)NCCN(C)Cc2ccccc2)CC1	-11	-0.7	1.3	11	8	0	1	-2	-0.4
COc1ccc(-n2nnnc2SCC(=O)c2ccc(O)c(O)c2)cc1	-1	0.6	-2.1	1	-4	-1	4	-3	0.8
COc1cccc(/C=N/NC(=O)CNC(=O)c2ccc(S(=O)(=O)N3CCOCC3)cc2)c1OC	-6	0.1	0.9	2	-1	-1	0	5	-0.7
Cc1cc(NC(=O)c2ccc(S(=O)(=O)Nc3ccccc3)cc2)no1	-2	0.2	-2.5	7	-3	1	-2	1	1.2
Cc1ccc(-c2nc3ncccc3o2)cc1NC(=O)c1cccs1	-7	2.5	0.9	7	-8	21	1	0	-0.1
O=C(N/N=C/c1ccc([N+](=O)[O-])cc1)c1c[nH]c2ccccc12	-8	4.5	-0.2	3	-36	21	-1	-5	1.8
O=c1nc(N(c2ccccc2)c2ccccc2)[nH]c(=O)[nH]1	6	0.0	-1.2	6	10	1	-1	-1	2.2

(list continues)
SMILES	RBBP9 inhibitor	zVAD death inh	TNF necrop inh	EP2 antag	EP2 modulator	Hck-Nef inh	Runt-CBFb FRET	Runt-SMMHC FRET	PERK inh
COc1ccc2c(c1)oc(=O)c1c3ccccc3[nH]c21	-11	20	-10	7	-24	24	2	-7	0.7
CC(/C=N/NC(=O)CSc1ccccn1)=C\c1ccc(C(C)C)cc1	-4	1.1	1.3	5	1	6	-2	-2	0.9
COc1ccc(-n2c(C)nc3cc(C(=O)O)ccc32)cc1	7	-0.6	0.7	3	0	-1	1	4	0.4
COc1ccc(-c2c(C)nn3c(N)c(C#N)cnc23)cc1OC	-8	70	-0.6	10	24	19	-2	-3	1.3
CCC(C)(C)n1nnnc1C(c1cc2ccc(OC)cc2[nH]c1=O)N1CCc2ccccc2C1 (stereo not given)	0	0.6	-7.6	11	4	3	-20	-5	-0.2
CC(=O)c1ccc(NC(=S)Nc2ccc(Br)c(Cl)c2)cc1	-5	44	3.3	25	-69	9	-1	2	0.8
COc1ccc(CN2CCN(S(=O)(=O)c3ccc(NC(C)=O)cc3)CC2)cc1OC	-4	-0.3	1.1	2&12	13&-45	0	-2	0	-1.1
Cc1cccc(C)c1NC(=O)CSc1nnc(C)n1CC1CCCO1 (stereo not given)	5	4.0	-0.2	12&11	-1&15	19	/	/	-0.5
CSc1nsc(SC)c1C(=O)NC(=O)Nc1cccnc1	-3	-0.1	-0.1	9	1	-3	0	1	0.1
O=c1c2c([nH]c3ccccc13)CCCCCC2	5	0.0	-1.4	4	-7	1	-1	-1	0.7
CCC(=O)N(Cc1cc2cc(OC)ccc2[nH]c1=O)c1ccccc1C	-5	-0.4	-0.3	6&10	12&-2	2	0	0	-0.6
O=C(Nc1ncc(C(F)(F)F)cc1Cl)C1COc2ccccc2O1 (stereo not given)	-6	0.1	-1.0	22	15	0	2	1	0.6

The list is partial. The share of hits here may be higher or lower than overall.
